# tim10-1 inh: growth inhibitors of tim10-1 mutant yeast; S. cerevisiae tim10-1 ts strain growth, BacTiter-Glo, 24 h; inhibition, % at 20 µM; 2.2% of 330,000 active; AID 463190;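 active means inhibition of at least 40%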;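 further: mutant grown at 25 °C; 0% = DMSO wells with yeast and 100% = wells holding no yeast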
# mIAP act: increases mouse intestinal alkaline phosphatase activity. muIAP, CDP-Star luminescence, 30 min; stronger effect = higher value; 1 = vehicle-only enzyme signal, 0 = enzyme-free wells. activation factor at 10 µM. 0.24% of 330,000 active;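 active means activation factor of at least 2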; further: the source names both 10 and 20 µM as test concentration; values of inactives mirror those of a sister screen read the other way
#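 Assay system: mouse IAP enzyme / Compound: DMSO-dissolved test compounds / Timing: 30 min, room temperature / Measured by: luminescence from enzymatic CDP-Star hydrolysis / Control set: DMSO-only wells, enzyme-free buffer wells as negative control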
# hIAP act: increases human intestinal alkaline phosphatase activity. P09923. purified human IAP, CDP-Star luminescence, 30 min; stronger effect = higher value; 1 = vehicle-only enzyme, 0 = enzyme-free background. activation factor at 10 µM. 0.16% of 330,000 active;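 active means activation factor of the enzyme at least 2-fold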; further: the source names both 10 and 20 µM as test concentration; values of inactives mirror those of a sister screen read the other way
# Target sequence (P09923 whole entry, looked up): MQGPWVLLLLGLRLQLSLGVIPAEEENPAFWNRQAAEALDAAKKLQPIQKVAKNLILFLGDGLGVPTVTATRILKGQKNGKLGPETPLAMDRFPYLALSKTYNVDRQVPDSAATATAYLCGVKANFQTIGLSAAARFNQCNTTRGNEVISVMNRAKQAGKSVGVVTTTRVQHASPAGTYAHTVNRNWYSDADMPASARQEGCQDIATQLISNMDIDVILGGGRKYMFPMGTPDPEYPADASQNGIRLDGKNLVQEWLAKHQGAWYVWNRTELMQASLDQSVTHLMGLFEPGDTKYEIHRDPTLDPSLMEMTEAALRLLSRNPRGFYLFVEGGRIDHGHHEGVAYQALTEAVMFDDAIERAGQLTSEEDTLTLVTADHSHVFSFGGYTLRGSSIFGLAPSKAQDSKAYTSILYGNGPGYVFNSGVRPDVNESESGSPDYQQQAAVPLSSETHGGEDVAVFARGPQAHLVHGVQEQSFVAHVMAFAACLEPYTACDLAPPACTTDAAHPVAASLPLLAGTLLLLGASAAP
# NLRP3 yeast inh: blocks the NALP3 inflammasome reconstituted in yeast; Yeast reconstituted NLRP3/ASC/caspase-1, beta-gal luminescence, 24 h; inhibition, % at 10 µM; 0.39% of 330,000 active; AID 2825;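 active means inhibition of 50% or more; inactive means inhibition below 50%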;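 further: plate controls were induced DMSO wells for no effect and uninduced yeast grown without galactose for full effect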
# ATG4B inhibitor: ATG4B (human) cysteine protease inhibition; 0.51% of 340,000 active; inhibition, % at 8.33 µM; ATG4B cleavage of LC3-PLA2, NBD-HPC fluorescence, 1 h; in the data active means inhibition above about 40%
# Target sequence (Q9Y4P1 whole entry, looked up): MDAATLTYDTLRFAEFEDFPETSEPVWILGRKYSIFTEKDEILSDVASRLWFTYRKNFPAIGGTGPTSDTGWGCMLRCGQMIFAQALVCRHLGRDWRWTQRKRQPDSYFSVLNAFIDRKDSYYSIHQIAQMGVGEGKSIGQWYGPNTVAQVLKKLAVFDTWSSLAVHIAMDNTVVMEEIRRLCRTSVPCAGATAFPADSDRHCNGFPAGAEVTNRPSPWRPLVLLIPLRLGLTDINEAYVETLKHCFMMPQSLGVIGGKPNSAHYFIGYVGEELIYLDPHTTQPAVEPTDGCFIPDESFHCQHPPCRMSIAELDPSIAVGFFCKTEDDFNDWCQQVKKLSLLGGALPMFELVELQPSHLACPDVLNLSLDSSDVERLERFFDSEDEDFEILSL
# hIAP block: human IAP inhibition; 0.12% of 330,000 active; AID 2544; inhibition, % at 10 µM; purified IAP, CDP-Star luminescence, 30 min;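 active means inhibition reaching a set limit with compound at 10 µM in the primary screen, cut at about 35% in these data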;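 further: plate controls were DMSO wells with enzyme for no effect and no-enzyme buffer wells for full effect; values of inactives mirror those of a sister screen read the other way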
# mIAP block: mouse IAP inhibition. purified mouse IAP, CDP-Star luminescence, 30 min. inhibition, % at 10 µM. 0.2% of 330,000 active. AID 2806;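 active means inhibition of at least 40% at 10 µM in the primary screen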;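 further: plate controls were DMSO with enzyme for no effect and no enzyme wells for full effect; values of inactives mirror those of a sister screen read the other way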
# Apaf1 inhib: human Apaf-1 inhibition. reconstituted apoptosome caspase-3 activity, DEVD-Rh110 fluorescence. O14727. 0.71% of 330,000 active. inhibition, % at 20 µM. AID 489030; active means inhibition of at least 40% at 20 µM;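 further: plate controls were DMSO wells for no effect and DEVD-CHO caspase inhibitor wells for full effect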
#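 System: Apoptosome proteins | Medium: Hepes pH 7.5 with detergent and BSA | Also added: Cytochrome c trigger plus (Z-DEVD)2-Rh110 caspase-3 substrate | Incubation: 30 min compound preincubation, 50 min activation, room temperature | Detection: Rhodamine 110 fluorescence at Ex 480/Em 540 nm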
# TIM10 inh: growth inhibitors of TIM10 yeast strain; 1.4% of 330,000 active; S. cerevisiae TIM10 strain growth, BacTiter-Glo luminescence, 24 h; inhibition, % at 10 µM;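 active means inhibition of 40% or more at the single tested concentration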;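 further: wild-type TIM10 isogenic control strain grown at permissive 25 °C; 0% = DMSO yeast wells and 100% = minimal medium wells without yeast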
# Starred values were filed as active, the others as inactive; . = not tested or not shown; & = joins results of further samples.
SMILES,tim10-1 inh,mIAP act,hIAP act,NLRP3 yeast inh,ATG4B inhibitor,hIAP block,mIAP block,Apaf1 inhib,TIM10 inh
C=CCNC(=S)N1CCN(c2cccc(C(F)(F)F)c2)CC1,36.9,1.15,1.04,10.6,-4.8,-4.4,-15.2,5.6,15.0
COc1cc(NC(=O)CN2CCN(c3ccccc3O)CC2)c(C)cc1[N+](=O)[O-],21.2,0.946,0.925,26.6,-18.1,7.5,5.4,8.7,-14.1
CCOc1ccc(N=Nc2cc(C(C)C)ccc2O)cc1,11.8,0.786,1.15,5.9,-1.8,-15.3,21.4,6.7,10.0
CCn1nc(NC(C)=O)c2cc3cccc(C)c3nc21,10.2,1.08,1.07,14.6,-5.1,-6.9,-7.7,-0.8,15.4
COc1ccc(CN2CC(C(=O)NC3CCCCC3)CC2=O)cc1 (centres undefined),-5.9,0.967,1.02,17.9,1.7,-2.1,3.3,-0.2,-4.3
Cc1ccc(O)c(N=Nc2ccccc2)n1,22.8,0.784,0.797,33.9,-3.0,20.3,21.6,-10.2,3.6
Cc1ccc(NC(=S)NC(=O)c2ccc(-c3ccccc3)cc2)cc1,31.7,0.897,1.42,20.8,-5.9,-41.9,10.3,25.1,4.7
CN(C)/C=C(\C#N)C(=O)N/N=C/c1ccc(F)cc1,16.2,0.962,0.91,-0.5,-4.0,9.0,3.8,-8.3,-0.8
C/C(=N\NC(=O)c1cccc(S(=O)(=O)N2CCCC2)c1)c1ccco1,3.0,0.877,1.07,-9.4,-15.1,-6.8,12.3,-8.8,-2.3
COc1nc(C#N)c(N2CCOCC2)o1,9.2,1,0.977,-7.5,0.4,2.3,0.0,6.0,-7.8
CC(=O)NCCc1ccc(C(=O)CSc2nnc(C3CC3)n2C2CC2)cc1,-6.6,0.972,0.937,13.7,-1.4,6.3,2.8,3.2,8.7
CCN(CC)c1nc(OC)nc(-n2nnc(C(C)=O)c2C)n1,-8.1,1,1.08,37.3,-7.6,-8.0,-0.3,6.8,-12.0
C=CCSc1nnc(-c2sc(-c3ccccc3)nc2C)n1C,22.7,0.917,1.12,15.4,-2.4,-11.8,8.3,-9.8,-9.1
N#Cc1nc(-c2ccc(F)cc2)oc1NCc1ccco1,20.2,1.03,1.65,8.6,2.5,-64.9,-2.6,-15.6,13.0
O=C(CCl)Nc1ccc(S(=O)(=O)Nc2nccs2)cc1,-0.2,1.05,1.3,3.7,-16.7,-29.6,-5.3,6.1,-7.1
CSCCC(NC(=O)C1CCCCC1)c1nc2ccccc2[nH]1 (centres undefined),5.8,1.04,0.905,17.8,2.8,9.5,-3.7,-12.5,3.3
Cc1ccc(C2N(c3cccc(Cl)c3)C(=O)N3CCCN23)cc1 (centres undefined),7.5,1.03,1.15,13.1,-5.2,-15.3,-3.1,-11.5,11.1
O=[N+]([O-])c1ccc(Cc2ccccn2)c([N+](=O)[O-])c1,-6.8,1.11,1.12,4.4,-5.0,-12.1,-11.1,12.6,-16.6
CCCCSC1(SCCCC)N=C(N)C2(C#N)C(c3ccccc3)NC(C)=C(C)C12C#N (centres undefined),3.8,1.05,1.42,18.2,11.1,-41.6,-5.2,-0.1,-0.6
COc1cc(OC)c(OC)cc1CCC(C)NCCC(c1ccccc1)c1ccccc1 (centres undefined),31.4,1.01,1.14,29.3,8.1,-14.4,-1.5,16.2,-1.5
CCOc1ccc(C(=O)N2CCC(C(=O)c3ccc4c(c3)OCCO4)CC2)cc1,28.8,0.915,0.889,14.8,-9.4,11.1,8.5,5.3,16.2
CC(C)Oc1ccc(Br)cc1C(=O)N/N=C/c1c[nH]c2ccccc12,24.4,0.958,0.835,30.0,4.7,16.5,4.2,19.3,7.6
CCOc1ccc2nc(/N=C/c3c(C)[nH]n(-c4ccccc4)c3=O)sc2c1,14.7,1.03,0.971,11.3,1.2,2.9,-3.1,15.1,-10.7
O=c1c2[nH]c3ccc(Cl)cc3c2ncn1CCN1CCCCC1,1.4,1.05,0.984,5.3,2.6,1.6,-5.2,-2.6,-7.4
COc1cc(OC)c2c(c1)OC(=O)CC2c1ccc2c(c1)OCO2 (centres undefined),20.3,0.99,.,.,-1.2,.,1.0,11.9,6.5
COc1cccc(NC(=O)CN(C)C(C)C(=O)Nc2ccc(S(=O)(=O)N3CCOCC3)cc2)c1 (centres undefined),11.6,1.1,1.01,4.5,-5.4,-1.5,-10.2,-15.2,0.7
COCc1cc(=O)[nH]c(N2CCN(C(=O)c3ccco3)CC2)n1,-9.0,1.04,1.04,7.5,4.4,-4.3,-4.4,0.3,-0.2
COc1ccc(NC(=O)COC(=O)CNS(=O)(=O)/C=C/c2ccccc2)cc1OC,5.0,1.01,0.978,8.5,0.2,2.2,-0.9,14.9,1.0
COc1cc(OC)c2c(-c3ccccc3)cc(=O)oc2c1C(CCN1CCCC(C)C1)c1ccc(N(C)C)cc1 (centres undefined),-9.5,0.97,0.972,18.9,29.1,2.8,3.0,23.3,7.8
CCOc1cc(C(C(=O)NCC2CCCO2)N(C(=O)Cn2nnc3ccccc32)c2cccc(OC)c2)ccc1O (centres undefined),1.6,0.996,0.962,11.7,-5.5,3.8,0.4,6.7,6.3
Cc1ccccc1-n1nnnc1SCC(=O)Nc1ccc(S(=O)(=O)N2CCCC2)cc1,18.8,1.07,1.06,-6.0,-19.1,-5.7,-7.4,21.7,12.5
COc1cc(OC)cc(-c2nc3ccccc3c(=O)n2OC(=O)c2ccccc2C)c1,36.0,0.949,0.871,0.8,45.1*,12.9,5.1,-5.7,48.3*
COc1ccc(C(=O)/C=C/Nc2ccc(S(=O)(=O)Nc3nc(C)cc(C)n3)cc2)cc1OC,-3.9,0.954,0.977,13.8,6.1,2.3,4.6,2.0,-0.8
COc1ccc(-c2cc(C(=O)NN3CCOCC3)c3ccccc3n2)cc1OC,1.0,1.12,1.02,5.3,-3.0,-1.7,-11.8,5.6,3.2
CCCn1c(=O)c(C(=O)NCc2cccnc2)c(O)c2ccccc21,28.0,1.07,1.11,25.5,-8.0,-10.7,-7.1,-3.3,28.2
COc1ccccc1N(CC(=O)Nc1ccc(F)c(F)c1)S(C)(=O)=O,11.1,1.01,0.968,-11.8,2.4,3.2,-1.4,14.7,-3.2
COc1ccc(S(=O)(=O)N2CCCCCC2)cc1C(=O)OCc1cccc(OC)c1OC,21.0,0.913,0.963,30.6,-2.7,3.7,8.7,9.0,9.2
CC1=N/C(=C/c2cccnc2)C(=O)O1,4.8,0.911,0.837,11.7,-8.7,16.3,8.9,-7.6,21.9
COC(=O)C1=C(N)OC2=C(C(=O)CCC2)C1c1cccnc1 (centres undefined),-6.2,0.922,1.25,-1.9,2.9,-25.0,7.8,-3.0,-16.4
COc1ccc(C(C(=O)NC2CCCCC2)N(C(=O)c2ccco2)c2ccccc2OC)cc1 (centres undefined),3.0,0.978,0.966,2.1,1.8,3.4,2.2,12.2,13.3

# By substructure, those above with fluorine.
SMILES,tim10-1 inh,mIAP act,hIAP act,NLRP3 yeast inh,ATG4B inhibitor,hIAP block,mIAP block,Apaf1 inhib,TIM10 inh
C=CCNC(=S)N1CCN(c2cccc(C(F)(F)F)c2)CC1,36.9,1.15,1.04,10.6,-4.8,-4.4,-15.2,5.6,15.0
CN(C)/C=C(\C#N)C(=O)N/N=C/c1ccc(F)cc1,16.2,0.962,0.91,-0.5,-4.0,9.0,3.8,-8.3,-0.8
N#Cc1nc(-c2ccc(F)cc2)oc1NCc1ccco1,20.2,1.03,1.65,8.6,2.5,-64.9,-2.6,-15.6,13.0
COc1ccccc1N(CC(=O)Nc1ccc(F)c(F)c1)S(C)(=O)=O,11.1,1.01,0.968,-11.8,2.4,3.2,-1.4,14.7,-3.2

# Continued:
SMILES,tim10-1 inh,mIAP act,hIAP act,NLRP3 yeast inh,ATG4B inhibitor,hIAP block,mIAP block,Apaf1 inhib,TIM10 inh
CCCCOc1ccc(C(=O)NCc2ccco2)cc1,29.1,0.913,0.994,31.8,-6.0,0.6,8.7,5.6,5.1
Cn1c(SCC(=O)NCC2CCCO2)ncc(C(=O)Nc2ccc(Cl)cc2)c1=O (centres undefined),11.7,0.919,0.956,15.4,0.3,4.4,8.1,12.5,10.3
O=C(CN1CCN(c2ccccc2)CC1)Nc1nccs1,-5.4,1.02,1.07,10.5,2.8,-6.7,-2.1,-17.7,-10.1
Cc1ccc(C(C(=O)NC(C)(C)C)N(Cc2cccs2)C(=O)c2csnn2)cc1 (centres undefined),28.8,0.97,0.935,1.1,-3.0,6.5,3.0,9.6,28.5
COc1ccc2nc3sc(C(=O)NCCCN4CCc5ccccc5C4)cc3cc2c1,13.8,0.984,0.895,-2.6,-19.5,10.5,1.6,18.4,49.0*
COc1cccc(NC(=O)CN(C)C(=O)C2CC3C=CC2C3)c1 (centres undefined),-2.3,1.04,1.09,7.0,3.5,-9.5,-3.6,0.1,-3.6
CCOc1ccc(CCNC(=O)COC(=O)c2cc(OC)c(OC)c(OC)c2)cc1OCC,0.8,0.875,1.09,-1.8,.,-8.6,12.5,-1.9,-12.3
COc1ccc(S(=O)(=O)NC(C)C(=O)NCc2ccc3c(c2)OCO3)cc1OC (centres undefined),7.4,1.09,1.04,8.8,1.6,-3.8,-9.5,9.3,-13.7
CC1=Nc2ccc(C)cc2/C1=C/c1c(N)n2oc(C)cc2nc1=O,-18.2&-3.4,1.01&0.93,0.955&1.02,11.3&-2.1,4.0&-5.8,4.5&-1.6,-0.6&7.0,-1.4&-21.4,-36.5&8.1
COC(=O)c1ccccc1NC(=O)C/C(C)=N/NC(=O)CC#N,-19.4,1.04,1.09,26.0,2.3,-9.4,-3.8,-4.6,-6.9
COc1ccc(S(=O)(=O)NCC2CCC(C(=O)NCC(OC)OC)CC2)cc1 (centres undefined),-2.8,0.959,1.02,-8.7,-4.4,-1.6,4.1,1.3,-7.1
CCc1cc(=O)oc2cc(C)cc(OCC(=O)NCC(O)c3ccccc3)c12 (centres undefined),-11.8,1.01,1.13,7.0,-6.5,-12.6,-0.9,5.3,6.5
Cc1cc2c(N=NC(=O)C3CC3c3ccccc3)c(O)[nH]c2cc1Br (centres undefined),20.2,1.01,1.22,14.4,-10.8,-21.6,-1.3,36.8,33.5
Cc1c(N/C=C/C(=O)c2cccs2)c(=O)n(-c2ccccc2)n1C,9.5,0.904,0.758,-6.7,-7.8,24.2,9.6,-7.1,16.7
Cn1c(N)c(C(=O)Nc2c(Cl)cccc2Cl)sc1=S,15.0,1.07,0.955,9.9,-5.2,4.5,-6.7,-11.7,14.2
CCCCn1c(=O)[nH]c(=O)c2c1nc(-c1ccc(-c3ccccc3Br)o1)n2CC,9.5,0.922,1.18,20.4,1.4,-18.1,7.8,6.8,3.5
Cc1c(C)c2ccc(OCC(=O)Nc3cccnc3)cc2oc1=O,-0.8,1.05,0.88,22.0,-0.1,12.0,-5.0,-5.6,2.3
CCCCOc1ccc(-c2cnc3ccccc3n2)cc1,10.6,0.883,1.04,17.1,-6.5,-3.6,11.7,-1.0,17.3
O=C(Nc1ccccn1)c1ccc(=O)[nH]n1,-14.8,1.15,0.982,22.6,-0.1,1.8,-15.0,2.5,-19.4
CC1CN(C(=O)c2cc(Br)c(Br)s2)CC(C)O1 (centres undefined),-4.7,1.01,0.89,36.7,-44.4,11.0,-1.1,31.9,-0.1

# From PubChem BioAssay
